PPARg SRC-1 ag = promotes SRC-1 coactivator recruitment by human PPARgamma; PPARgamma-SRC-1 coactivator recruitment biochemical assay; hit rate 0.41% among 200,000; activation, % at 8 µM; in the data active = activation above about 19%;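 also: 0% = DMSO and 100% = reference agonist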
Target sequence (P37231 whole entry, looked up): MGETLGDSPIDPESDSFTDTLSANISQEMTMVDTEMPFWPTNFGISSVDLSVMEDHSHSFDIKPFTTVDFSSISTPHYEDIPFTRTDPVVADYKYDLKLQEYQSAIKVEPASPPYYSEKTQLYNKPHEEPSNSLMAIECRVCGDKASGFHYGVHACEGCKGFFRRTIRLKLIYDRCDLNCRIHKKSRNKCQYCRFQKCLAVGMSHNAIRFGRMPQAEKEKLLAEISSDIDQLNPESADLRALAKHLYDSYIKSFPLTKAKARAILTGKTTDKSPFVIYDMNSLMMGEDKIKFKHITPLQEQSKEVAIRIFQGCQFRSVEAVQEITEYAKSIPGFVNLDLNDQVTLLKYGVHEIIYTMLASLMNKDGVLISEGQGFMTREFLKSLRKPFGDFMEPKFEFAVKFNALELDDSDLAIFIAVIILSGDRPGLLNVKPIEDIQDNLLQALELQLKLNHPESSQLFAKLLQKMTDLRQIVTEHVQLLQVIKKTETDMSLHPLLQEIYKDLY
HMGR II inh = inhibitors of class II HMG-CoA reductase from Enterococcus faecalis; purified E. faecalis HMGR, NADPH absorbance 340 nm kinetic; inhibition, % at 10 µM; hit rate 0.41% among 190,000;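 active = inhibition above a set limit, the median over all tested compounds plus 3 SD, cut at about 9.5% in these data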;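 also: enzyme runs in reverse so mevalonate oxidation gives rising NADPH absorbance; 0% = complete reaction with DMSO and 100% = background rate lacking mevalonate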
TNAP inh hiacc = blocks human TNAP under high phosphate acceptor concentration; P05186; purified TNAP, CDP-star luminescence, 1 M DEA; inhibition, % at 20 µM; hit rate 0.03% among 200,000;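 active = over 50% inhibition of tissue-nonspecific alkaline phosphatase at 20 µM in the single-dose screen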;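 also: plate controls were DMSO wells for no effect and EDTA-quenched wells as full inhibition for full effect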
TR-FRET SRC-2 ct = counter-screen for PPARgamma SRC-2 recruitment agonists: TR-FRET artefact; hits give high values; TR-FRET ratio at 8 µM; hit rate 0.4% among 200,000; in the data active = TR-FRET ratio above about 2000; also: inactives centre near 1500
TNAP inh noacc = blocks human TNAP activity with no phosphate acceptor present. purified TNAP, CDP-star luminescence, 30 min. inhibition, % at 20 µM. hit rate 0.26% among 200,000. AID 1012;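 active = tissue-nonspecific alkaline phosphatase inhibition above about 50% at 20 µM in the single-dose screen, limit read from the data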;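 also: 0% = DMSO negative control and 100% = EDTA positive control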
PPARg SRC2 recr = promotes SRC-2 coactivator recruitment by human PPARgamma | P37231 | PPARgamma LBD-SRC-2 recruitment, biochemical | activation, % at 8 µM | hit rate 0.34% among 200,000; in the data active = activation above about 22%;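 also: 0% = vehicle and 100% = reference agonist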
PPARg SRC3 recr = PPARgamma-driven SRC-3 recruitment agonism; hit rate 0.26% among 200,000; activation, % at 8 µM; P37231; biochemical PPARgamma/SRC-3 coactivator recruitment assay; AID 731; in the data active = activation above about 23%;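 also: 0% = DMSO and 100% = reference agonist; some compounds past the cut are filed as inactive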
bIAP act = increases bovine intestinal alkaline phosphatase activity | purified bovine IAP, CDP-star luminescence, 30 min; hits give high values; fold of DMSO-control signal, blank-subtracted | activation factor at 20 µM | hit rate 0.17% among 200,000;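 active = activation factor of 2 or more at 20 µM, a signal rise over negative controls twice the positive control's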
bIAP inhibitor = intestinal alkaline phosphatase (bovine) inhibition; purified bovine IAP, CDP-star luminescence, 30 min; inhibition, % at 20 µM; 190,000 tested, under 10 active; AID 1019;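 active = over 50% inhibition of intestinal alkaline phosphatase at 20 µM in the single-dose screen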
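Assay system: bovine IAP enzyme; medium: DEA buffer 100 mM, pH 9.8, with MgCl2 1.0 mM, ZnCl2 0.02 mM; doses: 20 µM single dose; incubation: enzyme reaction for 30 min at room temperature; detection: CDP-star luminescence signal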
TNAP act hi DEA = increases human TNAP activity under high phosphate acceptor concentration | 200,000 tested, under 10 active | activation factor at 20 µM | purified TNAP, CDP-star luminescence, 1 M DEA, 30 min; hits give high values; 0 = EDTA background, 1 = DMSO-only activity | AID 1136;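 active = activation factor at least 2 at 20 µM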
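Assay system: human TNAP; Input: enzyme diluted 1/800 final; Reagent: CDP-star luminogenic substrate at 100 µM final; Timing: 30 min, room temperature; Signal: luminescence; Evaluation: TNAP activation factor scaled between EDTA and DMSO control wells.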
The depositor's hits bear a star; & = joins results of further samples.

SMILES | PPARg SRC-1 ag | HMGR II inh | TNAP inh hiacc | TR-FRET SRC-2 ct | TNAP inh noacc | PPARg SRC2 recr | PPARg SRC3 recr | bIAP act | bIAP inhibitor | TNAP act hi DEA
CC[C@@H]1C(=O)OC[C@@H]1Cc1cncn1C | 13&0&-6 | -3&-12&5 | -1&-9 | 1535&1525&1414 | -8&-13 | 2&-6&-1 | 4&6&1 | 1&1&0.9 | -1&1&12 | 1&1.1

Screening data as filed in PubChem.

These rows are one share of the data (hit frequency here may not be typical).
